Screening results from PubChem BioAssay.
Cycloheximide cs: Cycloheximide Counterscreen for Small Molecule Inhibitors of Shiga Toxin | cell reporter, cycloheximide protein synthesis inhibition counterscreen | actives 12% (n = 300,000) | max response, % | AID 2314, 2010; in the data active = max response mostly above about 13%, no sharp cut-off; inactive = mostly below about 14%; note: read at 38.3 µM for the half of the compounds with a filed dose; 0% is about no effect
Shiga toxin inh: A qHTS for Small Molecule Inhibitors of Shiga Toxin | actives 9.2% (n = 290,000) | inhibition, % at 38.7 µM | Vero cells, Shiga toxin protein synthesis inhibition reporter; in the data active = inhibition mostly above about 28%, no sharp cut-off; inactive = mostly below about 43%; note: 0% is about no effect
Active calls of the source: *; i = inactive; + = active, no number; & = joins results of further samples. The list is partial; count on the stated rates, not on these rows.

| Structure | Cycloheximide cs | Shiga toxin inh |
| --- | --- | --- |
| COc1ccc(CC(N)C(=O)N[C@H]2[C@@H](O)[C@H](n3cnc4c(N(C)C)ncnc43)O[C@@H]2CO)cc1 (stereo partly specified) | -6.7 | -7.1 |
| O=C(CCCCCN1C(=O)c2cccc3cccc(c23)C1=O)NO | 10.9 | 48.5 |
| Cc1cccc(-c2ccc(-c3cc(=O)oc4cc(C)cc(C)c34)cc2)c1 | 1.9 | i |
| O=C(O)CN1C(=O)/C(=C/c2ccc(-c3cccc(Cl)c3)o2)SC1=S | -4.0 | -5.5 |
| CC[C@@H](C(=O)[C@@H](C)[C@@H](O)[C@H](C)CCc1ccc(C)c(O)c1C(=O)O)C1O[C@](CC)(C2CC[C@](O)(CC)[C@H](C)O2)C[C@@H]1C (stereo partly specified) | -2.1 | 15.1 |
| CSCC[C@H](NC(=O)[C@@H]1CCCN1C(=O)[C@H](CCCN=C(N)N)NC(=O)[C@H](CC(C)C)NC(=O)[C@@H]1CCCN1C(=O)[C@@H](NC(=O)[C@@H](N)CCC(N)=O)C(C)C)C(=O)N[C@H](C(=O)N[C@@H](Cc1ccc(O)cc1)C(=O)N[C@@H](CCCCN)C(=O)O)[C@@H](C)O | -4.7 | -6.3 |
| CC1Nc2ccc(Cl)cc2S(=O)(=O)N1 (stereo unspecified) | -3.3 | -2.5 |
| Cc1cccc([C@H]2[C@@H]3C=CC(C)C[C@@H]3C(=O)N2Cc2ccccc2)c1 (stereo partly specified) | 0.8 | i |
| COc1cc(C(CCN2CCCC2)c2c(OC)cc(OC)c3c2OC(=O)CC3c2ccc(N(C)C)cc2)cc(OC)c1OC (stereo unspecified) | -5.5 | -9.8 |
| Oc1ccc2c3c1O[C@H]1[C@H](O)CC[C@@]4(O)[C@@H](C2)N(CC2CC2)CC[C@]314 | -7.7 | 2.9 |
| Cc1ccc(F)c(C2C3C=CCCC3(C)C(=O)N2Cc2ccccc2)c1 (stereo unspecified) | -6.1 | 5.7 |
| CC1=C2C(=O)C3C(CC=C4C[C@@H](O)CC[C@@]43C)[C@@H]2CC[C@]12O[C@@H]1C[C@H](C)CN[C@H]1C2C (stereo partly specified) | -8.1 | -3.0 |
| CCCCCC(O)c1ccc([C@H]2CCC(=O)[C@@H]2CCCCCCC(=O)O)cc1 (stereo partly specified) | -7.4 | 18.0 |
| COc1cccc2c1C(=O)c1c(O)c3c(c(O)c1C2=O)C[C@@](O)(C(=O)CO)C[C@@H]3OC1C[C@@H](N)[C@H](O)[C@H](C)O1 (stereo partly specified) | 0.6 | 17.9 |
| c1ccc2[nH]c(NCCCc3cnc[nH]3)nc2c1 | 13.3 | -8.9 |
| O=C(Nc1cccc(Cl)c1)OCC#CCCl | 14.5 | 28.3 |
| CC(=O)N[C@@H](CCCNC(=N)N)C(=O)N[C@H](CC1CCCCC1)C(=O)N[C@@H]1CCC2SC[C@@H](C(=O)N[C@H](CCCNC(=N)N)C(=O)N[C@H](Cc3ccc(Cl)cc3)C(N)=O)N2C1=O (stereo partly specified) | -4.6 | -4.6 |
| O=C(NC(NC(=S)Nc1ccc(F)c([N+](=O)[O-])c1)C(Cl)(Cl)Cl)C(c1ccccc1)c1ccccc1 (stereo unspecified) | 4.6&7.6 | 12.5&20.4 |
| C=C1OC(CO)(n2cnc3c(N)ncnc32)C(O)C1O (stereo unspecified) | -1.7 | -2.9 |
| CC[C@H](C)[C@H](NC(=O)[C@H](C)NC(=O)[C@@H](N)C(C)C)C(=O)N[C@H](C(=O)N[C@H](C(=O)N[C@@H](CC(C)C)C(=O)N[C@H](C(=O)N[C@@H](CCCCN)C(=O)O)C(C)C)C(C)C)[C@@H](C)O | -2.4 | -6.3 |
| O=S1(=O)C2CC3OC2(CC3c2ccc(F)cc2)CN1Cc1ccc(Cl)cc1 (stereo unspecified) | 1.5 | -10.9 |
| CC(=O)OCOC(=O)CNc1ccccc1OCCOc1ccccc1NCC(=O)OCOC(C)=O | -10.3 | -6.7 |
| O=C(Nc1cccc2cccnc12)OCc1ccccc1 | 30.4* | 49.8 |
| COc1cc2c(c(OC)c1OC)-c1c(cc3c(c1OC)OCO3)CC(C)C(C)C2 (stereo unspecified) | 19.1 | 13.4 |
| Cc1ccc(C2CC(=O)Oc3ccc(C(C)(C)C)cc32)cc1 (stereo unspecified) | 6.3 | i |
| O=C1CCN(CCc2ccccc2)CCN1C(CSc1ccc(Br)cc1)c1ccccc1 (stereo unspecified) | 33.4* | 40.7 |
| NCCCC[C@H](N)C(=O)N[C@@H](CCCN=C(N)N)C(=O)N1CCC[C@H]1C(=O)N1CCC[C@H]1C(=O)NCC(=O)N[C@@H](Cc1ccccc1)C(=O)N[C@@H](CO)C(=O)N1CCC[C@H]1C(=O)N[C@@H](Cc1ccccc1)C(=O)O | -7.4 | 2.1 |
| CCOC(=O)N1CCN([N+]([O-])=NOc2cc(O/N=[N+](\[O-])N(CC)CC)c([N+](=O)[O-])cc2[N+](=O)[O-])CC1 | -3.0 | -8.5 |
| CC[C@H](C)[C@H](NC(=O)CNC(=O)[C@H](CCCNC(=N)N)NC(=O)CNC(=O)[C@@H](NC(=O)[C@H](Cc1ccc(O)cc1)NC(=O)[C@H](Cc1c[nH]c2ccccc12)NC(=O)[C@H](C)NC(=O)[C@@H]1CCCN1C(=O)[C@H](CC(N)=O)NC(=O)[C@@H](NC(=O)[C@H](CC(=O)O)NC(=O)[C@@H]1CCCN1C(=O)[C@@H](N)[C@@H](C)O)[C@@H](C)CC)[C@@H](C)O)C(=O)N[C@@H](CCCNC(=N)N)C(=O)N1CCC[C@H]1C(=O)N[C@H](C(=O)NCC(=O)N[C@@H](CCCNC(=N)N)C(=O)N[C@@H](Cc1ccccc1)C(N)=O)C(C)C | -6.4 | -6.2 |
| COc1cc(F)c(S(=O)(=O)N2CCN(S(=O)(=O)c3ccc4c(c3)OCCO4)CC2)c(F)c1 | -6.7 | -5.2 |
| N[C@@H](CCCCNC(=O)CCCC[C@@H]1SC[C@H]2NC(=O)N[C@H]12)C(=O)O | 11.1 | 18.4 |
| COc1ccc(-c2nnc3n2N=C(c2cccc(OC)c2)CS3)cc1 | 8.0 | -4.1 |
| O=C(NCc1ccccc1)[C@]1(C(F)(F)F)C[C@H](CCCO)CCCO1 | -0.9 | 2.0 |
| NCC(=O)N[C@@H](CCCN=C(N)N)C(=O)NCC(=O)N[C@@H](CCC(=O)O)C(=O)N[C@@H](CO)C(=O)O | -6.2 | -1.6 |
| NC(=O)[C@@H]1CCCN1 | -1.9 | -2.6 |
| O=S(=O)(NCCc1ccccc1)c1ccccc1Br | 0.5 | -4.6 |
| COC(=O)[C@@H]1CC2=CC(=O)CC[C@]2(C)[C@@]23O[C@@H]2C[C@@]2(C)[C@H](CC[C@@]24CCC(=O)O4)[C@@H]13 | -3.6 | -7.7 |
| CCCCC/C=C\C/C=C\C/C=C\C/C=C\CCCC(=O)OC(CO)CO | 4.1 | 0.8 |
| CCC1CC=CC2C1C(=O)N(Cc1ccccc1)C2c1ccc(OC)c(Cl)c1 (stereo unspecified) | 5.9 | -1.8 |
| Cc1cc2nc3c(=O)[nH]c(=O)nc-3n(C)c2cc1C=O | -12.8 | -17.2 |
| CC[C@H](C)[C@H](NC(=O)[C@H](CO)NC(=O)[C@H](C)NC(=O)[C@H](C)NC(=O)[C@H](CCC(N)=O)NC(=O)[C@H](CCCCN)NC(=O)[C@H](CCCN=C(N)N)NC(=O)[C@@H](N)CS)C(=O)N[C@@H](CCCCN)C(=O)N[C@H](C(=O)N[C@@H](C)C(=O)N[C@H](C(=O)N[C@@H](CO)C(=O)O)C(C)C)C(C)C | -5.5 | 12.8 |
| O=C1C=CC(=O)C(Cl)=C1 | 16.3 | 52.8 |
| O=C(O)[C@H]1O[C@@H](Oc2ccc3ccc(=O)oc3c2)[C@H](O)[C@@H](O)[C@@H]1O | -3.7 | -1.5 |
| O=C1OCCC1N(C(=O)C1CC1)c1cccc(Cl)c1 (stereo unspecified) | -3.6 | -8.3 |
| CC12CCC=CC1C(c1cccc(Br)c1)N(Cc1ccccc1)C2=O (stereo unspecified) | -1.5 | -4.8 |
| COc1cc(C(CCN2CCOCC2)c2c(OC)cc(OC)c3ccc(=O)oc23)cc(OC)c1OC (stereo unspecified) | -3.8 | -15.7 |
| c1ccc(-c2nn[nH]n2)c(Nc2cccc3c2CCCC3)c1 | -4.4 | -5.0 |
| C=C1c2cccc(C(F)(F)F)c2O[C@H](C(=O)OCC)C1OC (mixture of isomers) | -0.3 | i |
| Cc1cc2c(s1)c1cnn(Cc3ccc(F)cc3)c(=O)c1n2C | 10.2 | 3.9 |
| O=C(/C=C/c1ccc(O)cc1)OC[C@H]1O[C@@H](Oc2c(-c3ccc(O)cc3)oc3cc(O)cc(O)c3c2=O)[C@H](O)[C@@H](O)[C@@H]1O | -3.8 | 13.0 |

Going on with the list.
| Structure | Cycloheximide cs | Shiga toxin inh |
| --- | --- | --- |
| O=S(=O)(c1ccc(F)cc1)N1CCN(c2nc(-c3cccc(Br)c3)nc3ccccc23)CC1 | 4.3 | 24.2 |
| COc1ccc(/C=C/c2ccccc2)cc1C1C2C=CCC(C)C2C(=O)N1Cc1ccccc1 (stereo unspecified) | 13.3 | 1.1 |
| CN1CCN(c2ccc(Nc3c4ccccc4nc4ccccc34)cc2)CC1 | -13.0 | -14.3 |
| CCC(C=C[C@@H]1OC(=O)C=C[C@H]1C)=C[C@H](C)CC=CC(C)=C[C@@H](C)C(=O)[C@@H](C)[C@H](O)[C@@H](C)CC(C)=CC(=O)O | 6.3 | i |
| CSCC[C@H](NC(=O)[C@H](CC(C)C)NC(=O)CNC(=O)[C@H](Cc1ccccc1)NC(=O)[C@H](Cc1ccccc1)NC(=O)[C@H](CCC(N)=O)NC(=O)[C@H](CCC(N)=O)NC(=O)[C@@H]1CCCN1C(=O)[C@H](CCCCN)NC(=O)[C@@H]1CCCN1C(=O)[C@H](CCCN=C(N)N)NC(=O)CCCCC1SCC2NC(=O)NC21)C(N)=O (stereo partly specified) | 23.2 | 14.3 |
| O=C1C(Nc2ccccc2)=CC(=O)c2ncccc21 | -7.0 | -11.6 |
| CC(=O)N[C@@H](CSC(=O)[C@]1([C@@H](O)C(C)C)NC(=O)[C@H](C)[C@@H]1O)C(=O)O | 84.7* | + |
| CCCC(=O)O[C@@H]1[C@@H](C)[C@@]2(O)[C@@H](C=C(CO)C[C@]3(O)C(=O)C(C)=C[C@@H]23)[C@@H]2C(C)(C)[C@]12OC(=O)CCC | 1.3 | 24.8 |
| O=S(=O)(c1ccc2c(c1)OCCO2)N1CCN(S(=O)(=O)c2c(F)cccc2F)CC1 | -6.1&-2.8 | -2.3&-10.6 |
| Cc1oc(C)c(C(=O)Nc2ccccc2)c1C | 48.3 | 13.8 |
| CC(C)N1CCN(c2ccc(C(=O)c3c(-c4ccc(O)cc4)sc4cc(O)ccc34)cc2)CC1 | 5.9 | 7.6 |
| O=C1CCCCC2CCCCN12 (stereo unspecified) | 8.5 | i |
| O=S(=O)(c1ccc2c(c1)OCCCO2)N1CCN(S(=O)(=O)c2c(F)cccc2F)CC1 | 4.0 | -6.0 |
| CCOP(=O)(OCC)Oc1ccc2ccc(=O)oc2c1 | 3.3 | -4.8 |
| COC(=O)C1=C(C)NC(C)=C(C(=O)OCCNCc2ccccc2)C1c1cccc([N+](=O)[O-])c1 (stereo unspecified) | -2.1 | -0.6 |
| O=C(O)C1NCCN(C(=O)c2ccc3c(ccc4ccccc43)c2)C1C(=O)O (stereo unspecified) | -6.1 | -3.4 |
| CNc1nc2c(N)ncnc2n1[C@@H]1O[C@@H]2COP(=O)(O)O[C@H]2[C@H]1O | -3.7 | -8.2 |
| Cc1cc2c(s1)c1cnn(Cc3ccccc3Cl)c(=O)c1n2C | 12.2 | 8.8 |
| Oc1ccccc1C1C=C(c2ccc3c(c2)OCO3)NC(c2cccc(F)c2)N1 (stereo unspecified) | 58.0* | 95.6* |
| OCC1=C[C@@H](O)[C@@H]2C=CO[C@@H](OC3O[C@H](CO)[C@@H](O)[C@H](O)[C@H]3O)[C@H]12 (stereo partly specified) | -4.4 | -6.5 |
| CC1CC=CC2C1C(=O)N(Cc1ccccc1)C2c1ccc2ccccc2c1-c1ccc(N(C)C)cc1 (stereo unspecified) | -2.6 | -6.8 |
| OC(c1ccc(Cl)cc1)(c1cncnc1)c1ccccc1Cl (stereo unspecified) | 0.8 | -7.1 |
| Nc1ccc(-c2nc3ccc(-c4nc5ccc(N)cc5[nH]4)cc3[nH]2)cc1 | -0.3&-2.1 | -7.2&-12.1 |
| C[C@@H]1COC(=O)O1 | -0.9 | 4.6 |
| COc1cccc(COCCN2CCN(S(=O)(=O)c3ccccc3)CCC2=O)c1 | -7.6 | -11.9 |
| CC(=O)OCC(NC(=O)C1CCCN1C(=O)OC(C)(C)C)C1OC(n2cc(F)c(=O)[nH]c2=O)C(OC(C)=O)C1OC(C)=O (stereo unspecified) | -3.7 | 19.1 |
| COC(=O)CCc1ccccc1S(=O)(=O)N(CCC(=O)OC)Cc1ccccc1 | -11.0 | -5.5 |
| COc1ccc(C2/C=C\CN(C(=O)c3ccc(C)cc3)C(C)C(=O)N2Cc2ccc(F)cc2)cc1 (stereo unspecified) | 83.5* | 144.3* |
| C[C@H](CCC(=O)O)C[C@H](C)C[C@H](C)C(=O)/C=C(\O)[C@H](C)C[C@H](C)C/C=C/[C@@H](C)[C@@H](O)[C@@H](C)[C@@H](O)C[C@@H]1CC[C@@](C)([C@H]2CC[C@@](C)([C@@H](C)O)O2)O1 | -3.1 | -3.4 |
| COc1ccc(CNc2nc(NCc3ccc(OC)cc3)c3ncn(C(C)C)c3n2)cc1 | -2.7 | -6.4 |
| Cc1cc2c(s1)c1cnn(Cc3cccc(F)c3)c(=O)c1n2C | -6.4 | -1.8 |

Profiles from above. Order of screens: Cycloheximide cs | Shiga toxin inh
Shown for OC(c1ccc(Cl)cc1)(c1cncnc1)c1ccccc1Cl (stereo unspecified) → 0.8 | -7.1
Shown for CC(=O)OCC(NC(=O)C1CCCN1C(=O)OC(C)(C)C)C1OC(n2cc(F)c(=O)[nH]c2=O)C(OC(C)=O)C1OC(C)=O (stereo unspecified) → -3.7 | 19.1
Shown for Cc1cc2c(s1)c1cnn(Cc3cccc(F)c3)c(=O)c1n2C → -6.4 | -1.8
